D2 potentiator = D2 dopamine receptor (human) potentiation | AID 485347 | HEK293 T-REx D2, calcium flux, EC20 dopamine potentiation | P14416 | 340,000 compounds, 0.34% hits | potentiation, % at 10 µM;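 active means potentiation over 3 SD above the plate norm, cut at about 30% in these data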; further: 0% is about no effect
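Tetracycline-induced Hek293 Trex D2 cells, force-coupled to calcium, loaded with no-wash calcium dye. Compound added with 180 s kinetic read for agonism, then EC20 dopamine and a further 180 s read for potentiation.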
D1 agonist = activates the human D1 dopamine receptor; HEK293 T-REx D1 cells, calcium flux, agonist mode; activation, % at 2 µM; 360,000 compounds, 1% hits; AID 504660; in the data active means activation above about 30%; further: 0% is about no effect
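Agonism was scored from calcium flux recorded over 180 s (1 read/s) after pintool compound addition, following a 10-cycle baseline. Cells were inducible force-coupled HEK293 TREx D1, plated overnight at 30 C and loaded with no-wash calcium dye.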
D1 PAM = enhances dopamine response at the human D1 receptor; potentiation, % at 10 µM; P21728; AID 504651; HEK293 TREx D1 cells, calcium flux, dopamine EC20 potentiation; 360,000 compounds, 0.036% hits; in the data active means potentiation above about 30%; further: 0% is about no effect
RXFP1 agonist = agonists of human relaxin receptor RXFP1; Q9HBX9; HEK293T-RXFP1 cAMP TR-FRET, 30 min; response scale: percent of porcine relaxin response, buffer zero; Potency, µM (top dose mostly 57.5 µM), inactives show at the top dose activation, hits mostly activators; 370,000 compounds, 0.3% hits; AID 2676; further: potency means the concentration at half of the fitted maximal effect; on the % scale 0 is the no-effect control and ±100 the full control effect; nearly all actives have a fitted effect of over 60% in size; many of its hits are not listed in these tables
Target sequence (Q9HBX9 whole entry, looked up): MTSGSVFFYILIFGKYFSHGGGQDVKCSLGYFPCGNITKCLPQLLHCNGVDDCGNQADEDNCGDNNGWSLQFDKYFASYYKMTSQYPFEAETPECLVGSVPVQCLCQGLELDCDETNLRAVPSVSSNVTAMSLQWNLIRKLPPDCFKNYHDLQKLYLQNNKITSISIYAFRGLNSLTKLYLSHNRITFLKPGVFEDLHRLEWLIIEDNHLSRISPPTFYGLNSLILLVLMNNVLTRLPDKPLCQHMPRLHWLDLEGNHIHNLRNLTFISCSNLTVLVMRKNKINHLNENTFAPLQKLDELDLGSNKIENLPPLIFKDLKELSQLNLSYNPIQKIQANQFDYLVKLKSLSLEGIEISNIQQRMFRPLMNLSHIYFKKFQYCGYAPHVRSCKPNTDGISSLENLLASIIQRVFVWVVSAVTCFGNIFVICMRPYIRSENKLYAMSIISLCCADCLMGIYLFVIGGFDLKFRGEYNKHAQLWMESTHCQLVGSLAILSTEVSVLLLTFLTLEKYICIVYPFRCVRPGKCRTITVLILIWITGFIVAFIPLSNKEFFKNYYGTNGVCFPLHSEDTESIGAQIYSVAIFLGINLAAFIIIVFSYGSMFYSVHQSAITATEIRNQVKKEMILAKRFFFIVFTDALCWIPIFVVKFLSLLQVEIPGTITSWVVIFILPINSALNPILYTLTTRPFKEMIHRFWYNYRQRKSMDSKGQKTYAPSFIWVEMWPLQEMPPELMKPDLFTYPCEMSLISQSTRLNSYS
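HEK293T cells stably expressing RXFP1 were pretreated with the PDE4 inhibitor Ro 20174, exposed to compounds for 30 min at 37C, lysed, and cAMP was read by TR-FRET. Data normalized to buffer (basal) and 29 nM porcine relaxin (100%).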
Glioma ERSR ind = ER stress response induction in glioma. U87-MG GRP78 promoter luciferase reporter, 16 h. Potency, µM, for inactives: at the highest dose activation, hits mostly activators. 420,000 compounds, 0.02% hits. AID 602332; further: potency means the concentration at half of the fitted maximal effect; series mostly up to about 76 µM; % of control where 0% means no effect; nearly all actives have a fitted effect of over 35% in size
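ERSR induction read as luciferase luminescence (Bright-Glo, 10 min at room temperature) in stably transfected human U87-MG glioma cells exposed to compounds for 16 h, using GRP78 as sensor.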
RXFP1 antag = antagonists of human relaxin receptor RXFP1 | HEK293-RXFP1, relaxin-stimulated cAMP HTRF, 30 min; stronger effect = lower value | activity change, negative = inhibition, % at 57.5 µM | 350,000 compounds, 0.59% hits | AID 1259400;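 active means activity change of -60% or lower, but not beyond a set lower limit; inconclusive means change between -60% and -40%, or beyond the set limit; inactive means change above -40%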; further: on the % scale 0 is the no-effect control and ±100 the full control effect
D1 antagonist = blocks dopamine activation of the human D1 receptor; P21728; HEK293 TREx D1 cells, calcium flux, dopamine EC80; stronger effect = lower value; activity change, negative = inhibition, % at 10 µM; 360,000 compounds, 3.2% hits; AID 504652; in the data active means activity change below about -30%; further: on the % scale 0 is the no-effect control and ±100 the full control effect
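Inducible Hek293 Trex D1 cells (tetracycline, overnight, 30 C). Calcium dye 30–90 min RT. Antagonist mode: EC80 dopamine added after 180 s compound read.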
Vif-A3G inh = inhibitors of Vif-APOBEC3G interaction. Q9HC16. HeLa A3G-eYFP + Vif (tagged APOBEC3G with the HIV-1 protein that degrades it), YFP fluorescence, overnight. Potency, µM (series often up to 46.1 µM), without a hit: at the top dose activity, negative = active, actives largely listed as inhibitors. 410,000 compounds, 0.076% hits;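 further: potency means the concentration at half of the fitted maximal effect; on the % scale 0 is the no-effect control and ±100 the full control effect; nearly all actives have a fitted effect of over 60% in size; hits raise eYFP signal because A3G escapes Vif-driven loss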
Target sequence (Q9HC16 whole entry, looked up): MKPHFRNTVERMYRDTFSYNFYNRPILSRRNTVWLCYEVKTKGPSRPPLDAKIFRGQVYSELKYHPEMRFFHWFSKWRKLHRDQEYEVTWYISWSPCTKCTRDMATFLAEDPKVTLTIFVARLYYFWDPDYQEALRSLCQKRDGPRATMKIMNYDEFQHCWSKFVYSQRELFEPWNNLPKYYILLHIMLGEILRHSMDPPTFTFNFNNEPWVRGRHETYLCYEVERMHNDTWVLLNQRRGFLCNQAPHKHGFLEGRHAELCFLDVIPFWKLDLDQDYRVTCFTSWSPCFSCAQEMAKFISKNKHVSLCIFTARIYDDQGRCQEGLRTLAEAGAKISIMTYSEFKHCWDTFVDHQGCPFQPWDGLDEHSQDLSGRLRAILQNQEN
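HeLa cells stably expressing Vif and C-terminally eYFP-tagged A3G, seeded overnight at 37 deg C, then exposed to compound by pintool overnight at 37 deg C. Rise in yellow fluorescence (Ex 488/Em 500-530, Acumen) marks blocked Vif-driven A3G degradation.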
Vif-APOBEC3F blk = Vif-A3F binding inhibition; HeLa A3F-eYFP + Vif (tagged APOBEC3F with the HIV-1 protein that degrades it), YFP fluorescence increase; Potency, µM (highest dose often 46.1 µM), for inactives: top-dose activity, negative = active; 390,000 compounds, 0.2% hits; further: potency means the concentration at half of the fitted maximal effect; % of control where 0% means no effect; nearly all actives have a fitted effect of over 65% in size
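Fluorescence increase (Ex 488/Em 500-530) after overnight compound treatment at 37 deg C flags inhibition of Vif-driven A3F-eYFP loss in stable HeLa A3F-eYFP/Vif cells seeded overnight beforehand.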
* marks the source's active call; other numbers are inactive results; ? = inconclusive; . = no result given; & = joins results of further samples. Unless noted, the call rests on the fitted dose curve; in most records, active means well fitted curve in the direction sought with a large enough effect; inconclusive means small, poorly fitted or top-dose-only effect, or another doubt; inactive means no such curve, though single readings can be large; an effect the other way counts as inactive or inconclusive.

Values run as follows: D2 potentiator, D1 agonist, D1 PAM, RXFP1 agonist, Glioma ERSR ind, RXFP1 antag, D1 antagonist, Vif-A3G inh, Vif-APOBEC3F blk
1. COc1ccc(NC(=O)CN2CCN(CC(=O)Nc3ccccc3F)CC2)c(OC)c1
    -4.6&-3.7, 0.6&3.8, -6.3&-4.5, -0.4%&0.5%, -3.7%&-4.0%, -4.7&-15.8, -3.4&7.6, 1.5%&-1.0%, -1.7%&0.3%
2. CCCC(=O)Nc1cccc2c1CCCC2
    19.4, 2.6, -10.9, 2.7%, -1.1%, ., -17.6, 5.4%, -3.0%
3. CCCCN(C(=O)COC(=O)C1(c2ccccc2)CC1)c1c(N)n(CCC)c(=O)[nH]c1=O
    ., ., ., ., -0.8%, -5.1, ., -1.1%, 2.3%
4. c1c2c(cc3sc(N4CCCCC4)nc13)OCCO2
    11.8, 0.3, 2.8, -0.5%, -12.5%, ., 12.5, -0.4%, -18.5%
5. Cc1cc(=O)oc2cc(NC(=O)c3cc([N+](=O)[O-])ccc3N3CCOCC3)ccc12
    -2.1, 1.9, -5.1, 0.7%, 5.6%, -3.7, 0.6, 2.1%, 5.3%
6. Cc1nn2c(=O)cc(COC(=O)c3cccc(NC(=O)COc4ccccc4Cl)c3)nc2s1
    2.7, 0.1, -0.1, 0.4%, -0.7%, -11.6, 8.7, 10.4%, 0.9%
7. Cc1cc(C)cc(-c2nnc(SCC(=O)Nc3cc(C)on3)o2)c1
    8.1, 8.1, -2.8, 18.5%, -0.8%, 15.5, 1.8, -0.2%, ?
8. COc1ccc(OC)c(NC(=O)COc2coc(CN3CCc4ccccc43)cc2=O)c1
    11.5, 6.6, -10.1, 1.1%, -0.5%, -13.3, -36.0*, -0.8%, 5.4%
9. COc1cc(C(F)(F)F)nc2c(Br)c(C(C)(C)C)nn12
    5.4, -0.6, 3.1, 1.5%, -9.1%, -13.1, 0.5, 1.4%, -4.9%
10. Cc1ccc(N2CCN(C(=O)c3cccs3)CC2)c(C)c1
    14.8, 3.4, -7.2, 0.5%, -1.1%, -5.4, -3.4, -3.1%, 12.4%

Next part.
Values run as follows: D2 potentiator, D1 agonist, D1 PAM, RXFP1 agonist, Glioma ERSR ind, RXFP1 antag, D1 antagonist, Vif-A3G inh, Vif-APOBEC3F blk
11. COCCCNC(=O)c1cc2c(=O)oc3ccc(C)cc3c2s1
    13.8, -0.7, -3.0, 4.8%, -0.6%, -3.3, -12.8, -22.4%, -14.8%
12. CCOc1ccccc1NC(=O)C1CCCN1S(=O)(=O)c1ccc2c(c1)C(C)(C)C(=O)N2C (stereo not drawn)
    -2.6, -0.1, -3.3, 5.6%, -1.2%, -15.0, 1.9, 6.6%, 2.3%
13. Cc1cc(C)c2c(c1)/C(=c1/sc3n(c1=O)CN(c1ccccc1)CN=3)C(=O)N2
    -1.9, 3.1, -2.4, 1.2%, -4.5%, 1.9, 1.7, 2.3%, 2.7%
14. CCCCC(=Nc1ccc(N)cc1)C1=C(O)C(C(=O)OC)C(C)(C)CC1=O (stereo not drawn)
    7.3, 2.1, -1.7, 1.1%, 6.8%, -3.4, ., 2.3%, -0.8%
15. COc1ccc(CCNC(=O)COC(=O)c2ccc(S(=O)(=O)N3CCCC3)cc2)cc1OC
    ., ., ., ., -0.9%, -6.1, ., 6.2%, 5.9%
16. Cn1cc(S(=O)(=O)N2CCCCCC2)cc1C(=O)N1CCN(c2ccc(Cl)cc2)CC1
    -5.1, 0.0, 2.0, 1.1%, -1.1%, ., -5.0, 0.0%, -11.7%
17. O=[N+]([O-])c1cc(/C=N/O)ccc1SCc1ccccc1
    4.5, 4.3, 1.4, 3.2%, 6.5%, 0.5, -21.7, 0.6%, -3.7%
18. COc1cc(Br)c(C2CC(=O)Nc3cc4c(cc32)OCCO4)cc1OC (stereo not drawn)
    3.6, 9.0, -0.1, 2.7%, -3.3%, ., 14.8, ?, -5.7%
19. Cc1cccn2c(CN[C@H]3CCCCNC3=O)c(C(=O)N3CCOCC3)nc12
    5.6, 0.6, -5.2, -1.7%, 1.2%, -1.3, 4.2, -19.0%, -15.2%
20. COc1ccc(C(=O)c2cn(Cc3ccccc3F)c3cc4c(cc3c2=O)OCO4)cc1
    -1.7, 3.7, -3.9, 7.8%, -0.9%, -4.1, 2.5, -0.4%, 2.1%

(listing goes on)
Values run as follows: D2 potentiator, D1 agonist, D1 PAM, RXFP1 agonist, Glioma ERSR ind, RXFP1 antag, D1 antagonist, Vif-A3G inh, Vif-APOBEC3F blk
21. Cc1cc(CNCCN(C)C)c(C)n1-c1cc(S(=O)(=O)N2CCOCC2)ccc1N1CCCC1
    ., ., ., ., -7.1%, -3.6, ., 1.9%, -11.2%
22. Cc1ccc(-n2c3c(cc(C(=O)NC4CCSC4=O)c2=O)C(=O)CCC3)cc1 (stereo not drawn)
    28.1, 10.3, 4.7, 1.5%, -3.5%, -7.2, 8.1, 1.5%, -8.7%
23. Cc1c(C(=O)N/N=C/C(C)C)[nH]c2c([N+](=O)[O-])cccc12
    3.0, 0.6, -1.7, -1.3%, -6.7%, 7.2, 7.5, ?, -22.2%
24. CCCN(C(=O)CSc1nnc(-c2ccoc2C)n1N)C1CCS(=O)(=O)C1 (stereo not drawn)
    -4.3, 3.5, -1.1, 3.7%, -6.1%, -0.9, -19.4, 0.4%, -3.8%
25. COc1ccccc1NS(=O)(=O)c1cccc(NC(=O)c2cncc(Br)c2)c1
    ., ., ., ., -1.7%, -38.7, ., 2.8%, -23.5%
26. Cc1nc(-c2cccc(NC(=O)C3CCCCC3)c2)cs1
    -8.2, -2.1, -3.2, -0.8%, 0.7%, -14.6, ., 1.3%, -1.6%
27. COc1cccc(NC(c2nnc(-c3ccccc3)o2)c2ccc(F)cc2Cl)c1 (stereo not drawn)
    -1.2, -0.1, -2.8, 0.1%, -5.3%, -18.4, 3.0, 1.9%, 2.5%
28. Cc1cccc(NC(=O)CSc2nc3ccccc3nc2N2CCCC2)c1C
    2.5, 5.1, 7.8, -0.1%, -4.8%, 3.3, 8.3, 1.7%, 0.7%
29. COc1ccc(CSc2n[nH]c(C)n2)cc1Br
    -14.9, 6.3, -6.1, 0.7%, 2.1%, 17.6, -12.0, 0.9%, -5.6%
30. CCOC(=O)c1c(NC(=O)c2ccno2)c2cc([N+](=O)[O-])ccc2n1C
    -7.5, 3.0, -8.1, 3.4%, 0.0%, 1.7, -11.9, -5.6%, 6.9%

New compounds follow
Values run as follows: D2 potentiator, D1 agonist, D1 PAM, RXFP1 agonist, Glioma ERSR ind, RXFP1 antag, D1 antagonist, Vif-A3G inh, Vif-APOBEC3F blk
31. CC(CCCC(C)(C)O)CC1C2=C(CCCC2=O)OC2=C1C(=O)CCC2 (stereo not drawn)
    -6.2, 0.5, 3.5, -0.9%, -5.1%, -22.6, -3.6, -0.9%, -2.2%
32. O=C(CSCc1cccc(Cl)c1)NCc1ccc2c(c1)OCO2
    -5.9, 0.6, -1.0, -0.2%, -2.7%, -11.2, -1.2, -0.2%, -0.6%
33. C[C@H](CO)N1C[C@H](C)[C@@H](CN(C)S(=O)(=O)c2cn(C)cn2)OCc2cn(nn2)CCCC1=O
    ., ., ., ., -7.0%, 8.2, ., 2.0%, 1.4%
34. Cc1c(C(=O)OCC(=O)NCc2ccco2)cccc1[N+](=O)[O-]
    12.5, 8.0, ., 0.4%, -5.6%, -14.5, 7.7, 0.6%, 3.0%
35. O=C(NCc1cc([N+](=O)[O-])ccc1O)c1cccnc1Sc1ccccc1
    8.6, 0.8, -10.3, 3.2%, 1.6%, -0.2, 10.3, 1.9%, 5.4%
36. CC(=O)Nc1ccc(SCC(=O)c2cc(C)n(C)c2C)cc1
    12.8, -0.3, -8.4, 1.7%, -0.2%, 11.7, -7.5, -7.1%, -0.9%
37. CN1CCN(C(=S)c2cn(Cc3ccccc3F)c3ccccc23)CC1
    -22.8, 4.6, -4.2, 0.5%, -2.9%, 2.6, -7.2, 3.6%, -10.8%
38. COc1ccc(-c2[nH]c(-c3ccc(C)cc3)nc2SCC(=O)NCc2ccco2)cc1OC
    2.4, 5.2, -7.2, -0.2%, -2.7%, -7.1, -18.2, -5.4%, 0.0%
39. Cc1cccc(NC(=O)CN2CCN(C(=O)CN3C(=O)NC4(CC(C)CC(C)(C)C4)C3=O)CC2)c1C (stereo not drawn)
    ., ., ., ., -4.1%, 1.1, ., 6.3%, 2.1%
40. Cc1cccc(C)c1OCC(=O)N1CC2(C)CC1CC(C)(C)C2 (stereo not drawn)
    3.0, -0.7, -4.5, 0.4%, -4.4%, 6.6, ., 3.7%, -12.5%

Continued.
Values run as follows: D2 potentiator, D1 agonist, D1 PAM, RXFP1 agonist, Glioma ERSR ind, RXFP1 antag, D1 antagonist, Vif-A3G inh, Vif-APOBEC3F blk
41. CCOC(=O)C1=C(C)N(c2ccc(C)c(C)c2)C(=O)/C1=C\c1ccco1
    0.2, 1.0, -0.1, -1.0%, 1.9%, 5.0, -7.6, -9.2%, 0.2%
42. Cc1cc(C)cc(NC(=S)N(CCN2CCCCC2)Cc2ccco2)c1
    -18.6, -0.2, 3.9, -1.6%, -11.2%, -31.0, 4.8, 1.0%, -1.9%
43. Cc1c(C)c2ccc(OCC(=O)NC3CCN(Cc4ccccc4)CC3)cc2oc1=O
    2.5, 3.2, 0.9, 1.5%, 3.9%, 18.0, 8.2, 6.1%, 2.4%
44. Cc1c(-c2ccc(Cl)cc2)c(=O)oc2c(CN3CCN(CCO)CC3)c(O)ccc12
    11.0, -1.2, -3.2, 16.9%, 3.6%, 5.2, 2.9, 0.9%, -17.5%
45. COc1ccc(CSc2nncn2C)cc1F
    -0.9, 2.8, 0.7, 1.2%, 0.6%, -4.9, -10.4, 5.7%, -1.7%
46. COc1ccc(OC)c(NC(=O)CNC(=O)Cn2ccc3ccccc3c2=O)c1
    ., -1.0, -3.9, 1.6%, -5.5%, ., 4.4, -0.1%, 0.8%
47. N#Cc1ccc(CN2CCN(c3ccc(S(=O)(=O)N4CCCC4)cn3)CC2)cc1
    3.0, 7.3, ., -1.0%, -1.2%, 1.1, -16.1, -1.7%, 1.7%
48. O=C(C1CCN(S(=O)(=O)c2cccnc2)CC1)N1CCN(c2ccc(Cl)cc2)CC1
    21.2, 19.9, -6.2, -1.4%, 0.0%, -5.1, -17.2, -9.8%, -1.4%

The list is partial. The share of hits here may be higher or lower than overall.
